Screens (PubChem BioAssay)
GAA glycogen mod: alters human alpha-glucosidase cleavage of glycogen; recombinant GAA, glycogen substrate, Amplex Red glucose oxidase fluorescence; 300,000 tested, 0.38% active; P10253; Potency, µM (series often up to 76.4 µM), for the others: at the highest dose activity change, negative = inhibition, actives largely listed as inhibitors;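 further: 0% = full enzyme reaction and -100% = no-enzyme basal signal; the screen sought inhibitors and activators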
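Recombinant enzyme (4 nM final) with compounds titrated up to 77 uM and bovine liver glycogen (30 ug) in citrate pH 5.0, 0.01% Tween-20, 37 C 40 min. Released glucose detected by Amplex Red/glucose oxidase (Ex 573/Em 610); AC50 from Hill fits.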
L3MBTL1 block: L3MBTL1 (human) inhibition. Q9Y468. AlphaScreen L3MBTL1–H3K9me1 peptide binding. Potency, µM (highest dose often 57.1 µM), for inactives: top-dose activity, negative = inhibition, actives largely listed as inhibitors. 230,000 tested, 0.66% active; further: nearly all actives have a fitted effect of over 60% in size
Target sequence (Q9Y468 whole entry, looked up): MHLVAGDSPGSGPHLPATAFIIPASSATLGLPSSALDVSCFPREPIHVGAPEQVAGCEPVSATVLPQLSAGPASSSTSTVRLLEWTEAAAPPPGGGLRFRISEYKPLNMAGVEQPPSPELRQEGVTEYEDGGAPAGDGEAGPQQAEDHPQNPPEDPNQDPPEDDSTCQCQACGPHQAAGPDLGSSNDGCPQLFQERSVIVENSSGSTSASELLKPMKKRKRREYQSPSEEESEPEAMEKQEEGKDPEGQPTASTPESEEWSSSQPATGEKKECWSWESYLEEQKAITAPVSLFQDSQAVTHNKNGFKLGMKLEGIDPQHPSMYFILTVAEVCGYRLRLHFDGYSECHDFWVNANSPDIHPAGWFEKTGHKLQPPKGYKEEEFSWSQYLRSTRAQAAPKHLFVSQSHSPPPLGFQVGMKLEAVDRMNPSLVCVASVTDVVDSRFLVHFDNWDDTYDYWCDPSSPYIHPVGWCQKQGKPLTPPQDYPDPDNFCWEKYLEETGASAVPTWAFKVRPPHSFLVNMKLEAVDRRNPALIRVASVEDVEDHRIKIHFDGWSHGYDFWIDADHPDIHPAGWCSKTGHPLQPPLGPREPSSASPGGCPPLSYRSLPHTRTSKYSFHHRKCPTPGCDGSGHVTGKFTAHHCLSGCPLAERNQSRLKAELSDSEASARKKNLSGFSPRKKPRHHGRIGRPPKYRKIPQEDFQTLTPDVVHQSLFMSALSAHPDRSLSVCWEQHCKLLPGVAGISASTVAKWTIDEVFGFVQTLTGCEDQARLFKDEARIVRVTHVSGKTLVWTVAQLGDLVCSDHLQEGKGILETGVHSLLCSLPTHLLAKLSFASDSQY
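AlphaScreen proximity signal between nickel-chelate acceptor and streptavidin donor beads (final 10 ug/mL) reports binding of 50 nM L3MBTL1 to 75 nM biotin-H3 K9me1 peptide; complex incubated with compounds 30 min at room temperature; cefsulodin titration as control.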
Starred values were filed as active, the others as inactive; ? = inconclusive; [ ] = another dose, or the depositor's remark. The call rests on the fitted dose curve; in most records, active means well fitted curve in the direction sought with a large enough effect; inconclusive means small, poorly fitted or top-dose-only effect, or another doubt; inactive means no such curve, though single readings can be large; an effect the other way counts as inactive or inconclusive. Unless noted, on the % scale 0 is the no-effect control and ±100 the full control effect; potency means the concentration at half of the fitted maximal effect. This is a subset; the hit share may differ from the screen's.

Structure,GAA glycogen mod,L3MBTL1 block
COc1cccc(OCC(=O)Nc2cc(NC(=O)COc3cccc(OC)c3)cc(C(=O)O)c2)c1,11%[76.3 µM],-4%[2.29 µM]
COc1ccccc1/C=N/NC(=O)c1ccc(C)nc1,-19%[76.3 µM],3%
COc1cccc(/C=C2\SC(=S)N(CCC(=O)Nc3ccc(O)cc3)C2=O)c1,-2%[76.3 µM],-2%
O=C(CN1CCN(S(=O)(=O)c2ccccc2)CC1)Nc1ccc(Cl)cn1,2%[76.3 µM],1%
CCCN1CCC(=O)N(CCOc2ccccc2)CC1,11%[76.3 µM],6%
CCc1ccccc1NC(=O)C1C2C=CC(O2)C1C(=O)O (stereo unspecified),-5%[76.3 µM],-6%
O=C(Nc1cc(Br)ccc1O)C1CC(c2c(F)cccc2Cl)=NO1 (stereo unspecified),-19%[76.3 µM],-9%
O=C(Cc1ccc(NC2=NC3CS(=O)(=O)CC3S2)cc1)N1CCN(c2ccc(F)cc2)CC1 (stereo unspecified),-1%[76.3 µM],2%
CC[C@@]12C(=O)N(c3ccc(C)cc3)C(=O)N1[C@H](c1ccc(Br)cc1)[C@@H]1C(=O)N(C(C)(C)C)C(=O)[C@@H]12,13%[76.3 µM],-1%
COc1ccc(OC)c(NC(=O)CN2C(=O)COc3ccc(C)cc32)c1,-3%[76.3 µM],-6%

Next results follow.
Structure,GAA glycogen mod,L3MBTL1 block
Cc1ccc(C)c(N2CCN(C(=O)c3ccc(NC4=NC5CS(=O)(=O)CC5S4)cc3)CC2)c1 (stereo unspecified),3%[76.3 µM],-6%
CN(C)c1cc[n+](CC(=O)Nc2ccc(Cl)cc2)cc1,-12%[76.3 µM],15%
CCC(C)(C)NC(=O)C(OC(=O)c1ccco1)c1ccccc1F (stereo unspecified),3%[76.3 µM],0%
COCC(=O)N(Cc1cc2cc(C)ccc2[nH]c1=O)c1cccc(C)c1C,-5%[76.3 µM],-4%
c1ccc(Nc2nc(NCCN3CCOCC3)nc(Nc3ccccc3)n2)cc1,1%[76.3 µM],-3%
O=[N+]([O-])c1ccc(S(=O)(=O)Nc2ccc3c(c2)OCCO3)cc1,-6%[76.3 µM],-4%
CC(C)C1=CC2=CCC3C(C)(C(=O)O)CCCC3(C)C2CC1 (stereo unspecified) (tested in a mixture with another compound),-15%[76.3 µM],-6%
Cc1ccc(-n2nc3ccc(N)cc3n2)cc1C,-11%[76.3 µM],-20%
CCOc1ccc(S(=O)(=O)Nc2cc(SCC(=O)O)c(O)c3ccccc23)cc1,-7%[76.3 µM],?
CC(=O)Nc1ccc(NC(=O)c2ccccc2N(C)S(=O)(=O)c2ccc(C)cc2)cc1,-8%[76.3 µM],10%

The list continues.
Structure,GAA glycogen mod,L3MBTL1 block
C=CCc1ccccc1Oc1cc(F)nc(N)n1,14%[76.3 µM],2%
CC(=O)N1N=C(c2ccco2)CC1c1ccco1 (stereo unspecified),11%[76.3 µM],-1%
Cc1cccc(N2CCN(CC(=O)NCc3ccccc3)CC2)c1C,3%[76.3 µM],-11%
CC(C)[C@@H](NC(=O)C1CCN(C(=O)[C@@H]2CCCN2C(=O)OC(C)(C)C)CC1)C(=O)NCc1ccc(F)cc1,15%[76.3 µM],9%
COc1cc(/C=C2/C(=O)N(C)C(=S)N2C)ccc1OCc1cccc(F)c1,-1%[76.3 µM],11%
Cn1c2ccccc2c2nnc(SCC(=O)Nc3ccccc3F)nc21,-5%[76.3 µM],3%[2.29 µM]
Cc1ccc(OCC(=O)NC(C)c2ccccc2)cc1 (stereo unspecified),-10%[76.3 µM],3%
Cc1ccc(CNC(=O)CNS(=O)(=O)c2ccc3c(c2)C(C)(C)C(=O)N3C)cc1,21%[76.3 µM],6%
CCC1CCCCN1S(=O)(=O)c1ccc2[nH]c(=O)ccc2c1 (stereo unspecified),18%[76.3 µM],-24%
Cc1ccc2c(c1)N(C(=O)CCC(=O)NCCN1CCOCC1)CCO2,-12%[76.3 µM],0%

Following part:
Structure,GAA glycogen mod,L3MBTL1 block
CSc1ccccc1C(=O)Nc1ncn[nH]1,1%[76.3 µM],-23%
CC(C)CNS(=O)(=O)c1ccc(CCC(=O)NCCc2ccccc2)cc1,-1%[76.3 µM],-7%
Cc1ccc(OCC(O)CN2CCOCC2)cc1 (stereo unspecified),18%[76.3 µM],2%[2.29 µM]
Cc1cc2c(cc1S(=O)(=O)N1CCN(c3cccc(C)c3C)CC1)OCC(=O)N2,-8%[76.3 µM],-3%
CCC(C)C(=O)Nc1ccc(S(=O)(=O)N2CCCC2)cc1 (stereo unspecified),-6%[76.3 µM],0%
CCOc1ccc(NC(=O)CSc2nnc(C)n2CC)cc1,0%[76.3 µM],4%
O=C(NCCN1CCOCC1)c1ccccc1Cl,-1%[76.3 µM],16%
CCOC(=O)C1CCN(C(=O)c2cc3cc(C)ccc3[nH]2)CC1,-4%[76.3 µM],-5%
Cc1ccc(C2=NN(C(=O)CCC(=O)O)C(c3cccc([N+](=O)[O-])c3)C2)cc1 (stereo unspecified),-5%[76.3 µM],32%[activator][2.29 µM]
CN1C(=O)C(=O)/C(=C(/O)c2ccc(Br)cc2)C1c1ccc(F)cc1 (stereo unspecified),5%[76.3 µM],5%

Additional compounds:
Structure,GAA glycogen mod,L3MBTL1 block
COc1cc(NC(=O)Cc2cccc3ccccc23)c(C(=O)O)cc1OC,?,2%
Cn1c2ccccc2c(=O)c2cc(C#CC3(O)CCCCC3)ccc21,5%[76.3 µM],6%
CCOC(=O)Cc1csc(NC(=O)c2ccc(Br)cc2)n1,11%[76.3 µM],-7%
Cc1cccc(/C=C/c2onc(C)c2S(=O)(=O)N2CCC(C(=O)NC(C)(C)C)CC2)c1,11%[76.3 µM],1%
COc1ccc(CN2CCN(C(=O)c3cccc4ccccc34)CC2)cc1Br,-11%[0.611 µM],-7%
COCCN(Cc1nc(-c2ccc(-c3ccccc3)cc2)oc1C)C(C)C,5%[76.3 µM],-3%
CCOc1ccccc1/C=C/c1onc(C)c1S(=O)(=O)N1CCC(C(=O)NC)CC1,11%[76.3 µM],-1%
COc1ccccc1NC(=O)CSc1nc2ccccc2nc1N1CC(C)OC(C)C1 (stereo unspecified),8%[76.3 µM],15%
O=c1[nH]c(N2CCOCC2)nc2ccccc12,-7%[3.05 µM],6%
CCOC(=O)C(N)CSC1CC(=O)N(c2ccc(OCC)cc2)C1=O (stereo unspecified),22%[76.3 µM],-8%

Following part.
Structure,GAA glycogen mod,L3MBTL1 block
COc1ccc(NC(=O)C2CCN(S(C)(=O)=O)CC2)c(OC)c1,-17%[76.3 µM],0%
COCCCn1c(C23CC4CC(CC(C4)C2)C3)n[nH]c1=S,-10%[76.3 µM],0%
CC(O)c1nc2ccccc2n1CCCc1ccccc1 (stereo unspecified),-7%[76.3 µM],-6%
Cc1cc2nc(/C(C#N)=C\c3ccc(-c4ccccc4C(=O)O)o3)[nH]c2cc1C,5%[76.3 µM],-4%
C[C@H]([C@H](O)c1ccccc1)N(C)C(=O)CN,-9%[76.3 µM],12%
Cn1c(=O)[nH]c(=O)c2c1nc(N1CCN(CCO)CC1)n2Cc1ccccc1,8%[76.3 µM],3%
COc1ccc(OC)c(C2NC(=O)NC(C)=C2C(=O)OC2CCCCC2)c1 (stereo unspecified),-2%[76.3 µM],4%[2.29 µM]
Cc1cccc([C@@H]2[C@@H]3C(=O)N(Cc4ccccc4)C(=O)[C@@H]3[C@]3(C)C(=O)N(c4cccc(Cl)c4)C(=O)N23)c1,-17%[76.3 µM],-1%
CCN1C(=O)[C@H]2[C@@H](c3ccc(C)cc3)N3C(=O)N(c4ccc(C)cc4)C(=O)[C@@]3(C)[C@H]2C1=O,14%[76.3 µM],8%
O=C(O)c1ccc(NCc2cccs2)cc1,11%[76.3 µM],0%

The list goes on:
Structure,GAA glycogen mod,L3MBTL1 block
CCOCCC(=O)Nc1nnc(CCc2ccccc2)s1,21%[76.3 µM],0%
O=C(CC(=O)c1ccccc1)Nc1cc([N+](=O)[O-])ccc1Cl,0%[76.3 µM],-2%
CC(c1ccccc1)n1c(-c2ccccc2F)n[nH]c1=S (stereo unspecified),4%[76.3 µM],-3%
Cc1ccnc(NC(=O)Cc2c(F)cccc2Cl)c1,5%[76.3 µM],-4%
COc1cc(C(=O)n2cnc3ccccc32)c([N+](=O)[O-])cc1OC,-13%[76.3 µM],-21%
NC(N)=NS(=O)(=O)c1ccc(NC(=S)NC(=O)Cc2ccc(Cl)cc2)cc1,-7%[76.3 µM],-6%
CCOC(=O)[C@@H]1[C@H]2COc3ccc(Br)cc3[C@H]2N2C(=O)N(c3ccc(C)cc3)C(=O)[C@]12C,-12%[76.3 µM],-7%
CCc1ccc(NS(=O)(=O)c2ccc3oc(=O)ccc3c2)cc1,1%[76.3 µM],0%
Cc1nc2ccc(NS(=O)(=O)c3ccc(F)c(C)c3)cc2[nH]1,-7%[76.3 µM],-9%
CCN(CC(=O)N1CCCC1)S(=O)(=O)c1ccc(OC)cc1,11%[76.3 µM],-1%

7 records drawn at random from those above, as already listed:
Structure,GAA glycogen mod,L3MBTL1 block
O=C(CC(=O)c1ccccc1)Nc1cc([N+](=O)[O-])ccc1Cl,0%[76.3 µM],-2%
CCc1ccc(NS(=O)(=O)c2ccc3oc(=O)ccc3c2)cc1,1%[76.3 µM],0%
CCOC(=O)[C@@H]1[C@H]2COc3ccc(Br)cc3[C@H]2N2C(=O)N(c3ccc(C)cc3)C(=O)[C@]12C,-12%[76.3 µM],-7%
COc1cc(C(=O)n2cnc3ccccc32)c([N+](=O)[O-])cc1OC,-13%[76.3 µM],-21%
CC(c1ccccc1)n1c(-c2ccccc2F)n[nH]c1=S (stereo unspecified),4%[76.3 µM],-3%
NC(N)=NS(=O)(=O)c1ccc(NC(=S)NC(=O)Cc2ccc(Cl)cc2)cc1,-7%[76.3 µM],-6%
CCN(CC(=O)N1CCCC1)S(=O)(=O)c1ccc(OC)cc1,11%[76.3 µM],-1%

(cont.)
Structure,GAA glycogen mod,L3MBTL1 block
CCOc1ccc(CN2CCN(CC3CC3)CC2CCO)cc1 (stereo unspecified),0%[76.3 µM],2%
COc1ccc(/C=C(\C#N)c2nc3ccccc3[nH]2)cc1O,-3%[76.3 µM],1%
COc1ccc(CN2C3CCCC2CC(NC(=O)c2cccc(F)c2)C3)cc1 (stereo unspecified),-13%[76.3 µM],-2%
CNc1nc(NN)nc(Nc2ccccc2)n1,?,-2%[2.29 µM]
COc1ccc(C(=O)NC2CC3CCCC(C2)N3Cc2ccccc2)cc1OC (stereo unspecified),-4%[76.3 µM],1%
CCOC(=O)C1(CCOc2ccccc2)CCN(CC(O)CO)CC1 (stereo unspecified),-5%[76.3 µM],2%
CNC[C@H](CC1CCCCC1)NC[C@H](CO)NCCc1cccc(C(F)(F)F)c1,10%[76.3 µM],-5%
COC(=O)c1c(NC(=O)Cc2ccccc2)sc2c1CCN(C(C)C)C2,-1%[76.3 µM],0%
CCOC(=O)c1ccc(NCCc2ccc(OC)c(OC)c2)c(N)c1,?,-14%
Cc1ccc(-c2csc3nc[nH]c(=O)c23)c(C)c1,0%[76.3 µM],1%

Arranged by value in L3MBTL1 block (smallest number first): three from the list above
Structure,GAA glycogen mod,L3MBTL1 block
CCOC(=O)C(N)CSC1CC(=O)N(c2ccc(OCC)cc2)C1=O (stereo unspecified),22%[76.3 µM],-8%
CC(=O)N1N=C(c2ccco2)CC1c1ccco1 (stereo unspecified),11%[76.3 µM],-1%
Cc1ccc(-c2csc3nc[nH]c(=O)c23)c(C)c1,0%[76.3 µM],1%

Next section.
Structure,GAA glycogen mod,L3MBTL1 block
Cc1cc(N/N=C/c2ccc(N(C)C)cc2)c2ccccc2n1,5%[76.3 µM],-13%
CC(C)NC(=O)c1ccc(N(Cc2ccccc2)S(C)(=O)=O)cc1,-3%[76.3 µM],0%
COc1ccc(S(=O)(=O)n2c(C)nc3ccccc32)cc1C,0%[76.3 µM],6%
COc1ccc(CN2CCN(c3ccccc3OC)CC2)c(OC)c1,-5%[76.3 µM],-3%[2.29 µM]
Cc1ccc(-c2nnn(CC(=O)N3CCCCC3)n2)cc1,-12%[76.3 µM],1%[2.29 µM]
COc1ccc(/C(C)=N/NC(=O)c2ccncc2)cc1[N+](=O)[O-],?,3%
CCCC(=O)NC(c1ccc(C(C)C)cc1)c1ccc2cccnc2c1O (stereo unspecified),-5%[76.3 µM],2%
COc1ccc(CCC(=O)Nc2ccc(C(=O)c3ccncc3)cc2)cc1,-3%[76.3 µM],-7%
COC(=O)CCCC(=O)N1CCC(CCC(=O)NCc2ccc(F)cc2)CC1,5%[76.3 µM],-4%
